RGS8-Gao – RGS8-Galphao binding modulators, primary screen, biochemical, multiplexed bead flow cytometry; actives lie on both sides; response (percent of control binding), % at 10 µM; 0.34% of 220,000 active; Guanine nucleotide-binding protein G(o) subunit alpha (Homo sapiens), P09471; AID 1423, 2008; in the data active means response below about 60% or above about 140%; inactive means in between;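 further: Galphao activated as the GDP aluminium fluoride complex binding bead-coupled RGS8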
Target sequence (P09471 whole entry, looked up): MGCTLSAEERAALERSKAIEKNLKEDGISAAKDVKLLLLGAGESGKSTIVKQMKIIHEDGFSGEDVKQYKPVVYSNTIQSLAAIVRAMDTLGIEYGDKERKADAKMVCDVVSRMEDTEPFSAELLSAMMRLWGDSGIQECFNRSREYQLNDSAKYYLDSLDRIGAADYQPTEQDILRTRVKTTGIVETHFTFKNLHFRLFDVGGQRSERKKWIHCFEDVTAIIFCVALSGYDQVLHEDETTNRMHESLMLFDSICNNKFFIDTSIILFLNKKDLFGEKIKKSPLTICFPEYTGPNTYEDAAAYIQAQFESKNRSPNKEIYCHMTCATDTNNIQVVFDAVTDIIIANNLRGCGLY
GSH bead fluor – compound fluorescence on glutathione beads, profiling panel, artefact control, biophysical, 488/530 nm, flow cytometry. AID 1776, 2009. fluorescence (KMESF) at 10 µM. 0.25% of 190,000 active. GSH beads flow cytometry, compound fluorescence 488/530 nm; stronger effect = higher value; in the data active means fluorescence above about 89;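 further: glutathione beads carrying GST-tagged Bcl family fusion proteins plus one bare bead set; values are compound well signal with DMSO vehicle wells as background; inactives centre near 16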
ABCG2 block – ABCG2 efflux pump inhibitors, primary screen, multiplex with ABCB1, IgMXP3 cells, flow cytometry | JC-1 efflux | Broad substrate specificity ATP-binding cassette transporter ABCG2 (Homo sapiens), Q9UNQ0 | inhibition, % at 6.6 µM | 0.1% of 190,000 active;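 active means inhibition above 80%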;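 further: 0% = DMSO and 100% = nicardipine control wells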
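Measure – % inhibition of efflux relative to nicardipine and DMSO · Test system – ABCG2 IgMXP3 and barcoded ABCB1 CCRF-Adr cell mix · Control set – nicardipine as high control, DMSO as low control · Compound – one concentration, 6.6 µM final · Signal – flow cytometry of retained JC-1 fluorescence · Timing – 10 min exposure at 25 °C with rotation, no wash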
ABCB1 inh – ABCB1 efflux pump inhibitors, primary screen, cell-based, multiplex, flow cytometry, ABCG2 counter-screen | CCRF-Adr cells, JC-1 efflux | inhibition, % at 6.6 µM | 0.067% of 190,000 active | AID 1326, 2008; in the data active means inhibition above about 40%;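 further: 0% = vehicle and 100% = reference inhibitor; higher value means more JC-1 retained so stronger ABCB1 efflux block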
Bcl-B Bim block – inhibitors of Bim-Bcl-B binding, primary screen, biochemical, multiplexed, human Bcl-2 family; Bcl-2-like protein 10 (Homo sapiens), Q9HD36; bead-based flow cytometry, Bim peptide-Bcl-B binding; inhibition, % at 10 µM; 0.073% of 190,000 active; AID 951, 2007;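 further: 0% = tracer peptide without compound and 100% = reference inhibitor peptide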
Bfl-1 Bim block – inhibitors of Bim binding to Bfl-1, primary screen, biochemical, multiplexed, bead-based flow cytometry | Bcl-2-related protein A1 (Homo sapiens), Q16548 | Bim-Bfl-1 binding inhibition | inhibition, % at 10 µM | 0.12% of 190,000 active | AID 1008, 2008;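 further: 0% = wells without compound plus tracer and 100% = blocker peptide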
Bim-Bcl-W – inhibitors of Bim binding to Bcl-W, primary screen, biochemical, multiplexed, bead-based flow cytometry; Bcl-2-like protein 2 (Homo sapiens), Q92843; inhibition, % at 10 µM; 0.02% of 190,000 active; Bim peptide-Bcl-W binding; AID 952, 2007;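 further: 0% = bound tracer without compound and 100% = peptide blocker; higher means less fluorescent Bim peptide bound to Bcl-W beads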
Target sequence (Q92843 whole entry, looked up): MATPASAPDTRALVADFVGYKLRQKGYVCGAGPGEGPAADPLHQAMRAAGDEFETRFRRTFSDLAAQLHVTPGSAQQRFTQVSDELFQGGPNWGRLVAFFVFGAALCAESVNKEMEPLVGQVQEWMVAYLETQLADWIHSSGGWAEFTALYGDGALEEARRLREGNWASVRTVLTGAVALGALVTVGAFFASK
RGS7-Gao – RGS7-Galphao binding modulators, primary screen, biochemical, multiplexed bead flow cytometry; Guanine nucleotide-binding protein G(o) subunit alpha (Homo sapiens), P09471; actives lie on both sides; binding response (% of control), % at 10 µM; 0.35% of 220,000 active; in the data active means binding response below about 49% or above about 150%; inconclusive means no clear call, values can overlap the other calls; inactive means in between;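 further: fluorescent Galphao held in activated GDP-AlF4 state binding bead-coupled RGS7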
RGS4-Gao reg – modulators of RGS4 binding to Galphao, primary screen, biochemical, multiplexed bead flow cytometry; Guanine nucleotide-binding protein G(o) subunit alpha (Homo sapiens), P09471; actives lie on both sides; binding response (% of control), % at 10 µM; 0.33% of 220,000 active; in the data active means binding response below about 49% or above about 150%; inactive means in between;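 further: fluorescent Galphao activated with aluminum fluoride binding bead-coupled RGS4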
Bim-Bcl-XL – inhibitors of Bim-Bcl-XL binding, primary screen, biochemical, multiplexed, bead flow cytometry, human Bcl-XL; Bcl-2-like protein 1 (Homo sapiens), Q07817; inhibition, % at 10 µM; Bim peptide-Bcl-XL binding, fluorescence; 0.04% of 190,000 active
Target sequence (Q07817 whole entry, looked up): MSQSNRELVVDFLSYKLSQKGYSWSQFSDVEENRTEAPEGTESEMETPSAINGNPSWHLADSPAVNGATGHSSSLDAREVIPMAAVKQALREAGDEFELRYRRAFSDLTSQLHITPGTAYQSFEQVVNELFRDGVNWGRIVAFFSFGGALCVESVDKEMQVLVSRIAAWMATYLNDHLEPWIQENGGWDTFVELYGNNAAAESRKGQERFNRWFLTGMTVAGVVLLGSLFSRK
Bim-Bcl-2 – inhibitors of Bim-Bcl-2 binding, primary screen, biochemical, multiplexed, human Bcl-2 family. Bead-based flow cytometry, Bim peptide-Bcl-2 binding. AID 950, 2007. Apoptosis regulator Bcl-2 (Homo sapiens), P10415. 0.06% of 190,000 active. inhibition, % at 10 µM; in the data active means inhibition above about 40%; inconclusive means no clear call, values can overlap the other calls;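 further: 0% = no compound wells with probe peptide and 100% = reference peptide inhibitor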
Target sequence (P10415 whole entry, looked up): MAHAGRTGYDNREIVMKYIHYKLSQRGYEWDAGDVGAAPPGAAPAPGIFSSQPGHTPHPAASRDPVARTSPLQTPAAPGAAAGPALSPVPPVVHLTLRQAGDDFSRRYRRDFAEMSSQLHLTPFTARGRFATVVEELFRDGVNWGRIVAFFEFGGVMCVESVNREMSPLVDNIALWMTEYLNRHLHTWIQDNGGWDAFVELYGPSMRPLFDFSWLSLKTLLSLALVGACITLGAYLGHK
* hit, by the source's call; ? = inconclusive; / = not tested or not shown. Unless noted, no stated cut-off is given here; in the data, active means inhibition above about 40%.

SMILES	RGS8-Gao	GSH bead fluor	ABCG2 block	ABCB1 inh	Bcl-B Bim block	Bfl-1 Bim block	Bim-Bcl-W	RGS7-Gao	RGS4-Gao reg	Bim-Bcl-XL	Bim-Bcl-2
CC1(C)CC(C(=O)NCCC(c2ccccc2)c2ccco2)CCO1 (stereo not drawn)	96	15	6	0.2	-9	-6	-4	96	102	-5	-4
O=C(NCCc1ccccn1)c1ccc(S(=O)(=O)N2CCCCCC2)cc1	102	67	5	0.6	-8	-11	0	101	106	-1	-8
CC(C)NC(=O)CSc1nc2ccccc2n1CC(=O)N1CCc2ccccc21	102	29	2	1.4	-4	-11	1	105	104	0	-6
CCOC(=O)c1c(NC(=O)CSc2nnc(-c3ccncc3)n2Cc2ccco2)sc(C)c1C	99	16	/	/	-7	-4	5	98	104	1	-1
CCC(CC)c1nnc(NC(=O)Cc2cccs2)s1	101	10	2	0.4	-3	-2	0	100	98	-1	-1
Cn1cccc1Cc1nnc(SCC(=O)NC2CCCC2)n1CCc1ccccc1	101	23	3	0.7	-8	-8	1	103	101	-2	-7
COC(=O)N1[C@H](Cc2ccccc2)C=C[C@]1(C)C(=O)O	90	18	0	0.8	-4	0	0	95	94	-4	-2
Cc1ccsc1/C=C(/C#N)C(=O)NCc1ccccc1	101	15	7	0.7	-7	-11	-6	98	100	-9	-8
Cc1csc2ncc(C(=O)N(Cc3ccccc3)c3ccccn3)c(=O)n12	102	20	-2	-2.2	-6	-8	0	94	100	-6	-2
CCOC(=O)C(NC(C)=O)(Nc1ccc(S(=O)(=O)Nc2ncccn2)cc1)C(F)(F)F (stereo not drawn)	98	11	-3	-0.4	2	-1	0	?	98	-1	1
Cc1c(C(=O)NCCc2ccc(S(N)(=O)=O)cc2)cccc1[N+](=O)[O-]	95	13	0	0.3	-4	2	-1	98	96	-4	-3
CSc1ccccc1NC(=O)CN(C1CCCCC1)S(C)(=O)=O	100	34	9	1.0	-9	-18	0	99	102	-9	-11
CCOC(=O)c1cnc2sc3c(n2c1=O)CCCC3	98	15	3	0.4	-1	-1	1	104	104	1	-2
CCCCNC(=O)c1cc2nc3c(c(C(F)(F)F)n2n1)CCc1ccccc1-3	101	17	6	0.1	1	-1	1	97	101	0	0
COc1ccc2c(CC(=O)Nc3ccc(N4CCOCC4)cc3)coc2c1	98	15	7	1.6	-3	-4	-1	?	100	0	-1
COC(=O)c1ccccc1NC(=O)CN1CCC(NC(=O)c2ccccc2C)CC1	102	25	8	3.6	-5	-4	1	98	105	1	-4
S=C(NNc1nc(Nc2ccccc2)nc(N2CCCCC2)n1)NC1CCCCC1	104	24	1	0.3	0	-4	0	102	102	-5	0
CN(CC(=O)Nc1cccc2c1CCCC2)S(=O)(=O)c1ccccc1	105	10	5	0.6	-7	-9	0	102	103	1	-10
Cc1ccc(Cl)cc1NC(=S)N(CCCN1CCN(C)CC1)Cc1cccs1	100	10	4	3.4	-7	-7	-2	?	102	-5	-4
CN1CCN(C(=O)C2=C[C@H](c3csc4ccccc34)C[C@H](OCc3ccc(CO)cc3)O2)CC1	96	17	4	0.4	-5	-6	-3	89	99	-5	0
COc1ccc(-n2c(Cn3c(=O)sc4ccccc43)nnc2SC)cc1	97	15	4	1.5	-6	-5	-4	103	100	-2	-3
CC(C)(C)c1ccc(/C=C/C(=O)Nc2ccncc2)cc1	113	3	-5	-0.3	-7	-1	-2	105	105	-5	-3
N#CC1=C(N)SC(N)=C(C#N)C1c1ccc(C(F)(F)F)cc1	100	22	2	-0.1	-15	-2	-1	93	98	-6	-10
O=C(NC(=S)Nc1ccc(Cc2ccncc2)cc1)c1ccccc1F	103	23	3	0.4	-1	0	3	101	102	0	4
COC(=O)c1c(C(C)=O)cnc2ccc(Br)cc12	102	12	2	0.2	-7	-6	-4	99	97	-6	-3
O=c1ccc(/C=C/c2ccccc2)nn1Cc1ccc(Cl)cc1Cl	96	18	/	/	-7	-11	2	100	87	-1	2
COc1ccc(S(=O)(=O)Cc2ccc(C(=O)N3CCC(C(N)=O)CC3)o2)cc1	98	25	0	0.1	-5	-8	-1	98	96	-3	-6
CC(=O)Nc1cccc2c1C(=O)NC2=O	103	15	2	0.3	-2	1	0	101	99	-2	-2
O=C(NCC1CCCO1)c1onc(CSc2cccc(Cl)c2)c1C(=O)O (stereo not drawn)	98	33	6	0.9	3	3	0	101	104	4	0
CCOc1ccccc1-n1c(SCC(=O)Nc2ccc(CC)cc2)nc2n[nH]c(C)c2c1=N	108	11	-3	-0.8	2	-3	1	103	102	-2	-2
CCCCN(CC)C(=O)/C=C/c1cccc([N+](=O)[O-])c1	104	12	3	0.6	-1	-2	-3	103	102	-1	-4
CCCCCCN=CC1=C(O)C(C(=O)OC)C(C)(C)CC1=O (stereo not drawn)	100	42	1	0.2	-6	-9	2	106	101	-6	-5
CN(CC(=O)Nc1ccc(F)cc1)CC(=O)Nc1ccc(F)c(F)c1F	106	16	1	0.0	-2	-4	0	104	105	0	0
CC(=O)Nc1nc(-c2ccccc2)ns1	104	78	11	0.4	0	-4	1	101	101	-4	6
COc1ccc(NC(=O)CN(c2cc(C)cc(C)c2)S(=O)(=O)c2c(C)noc2C)cc1	102	15	1	0.3	-7	-12	-1	102	101	-4	-12
O=c1c(S(=O)(=O)c2ccc(Cl)cc2)cn(Cc2ccccc2)c2ccc(F)cc12	102	4	-2	8.2	-8	-1	-3	95	99	-2	-3
CN(C)CC(C)(C)CNC(C(=O)Nc1ccc(Cl)cc1C(F)(F)F)c1ccccc1 (stereo not drawn)	99	26	0	1.0	-2	-4	1	101	99	0	-4
Cc1ccnc(NC(=O)c2sc3cc(Cl)ccc3c2Cl)c1	101	14	13	3.0	-5	-5	-6	103	98	-6	-4
O=C(C1CCN(S(=O)(=O)c2cccnc2)CC1)N1CCCCC1	103	39	1	0.2	-9	-12	1	102	105	-21	-9
O=C(N/N=C/c1cc([N+](=O)[O-])ccc1O)NC12CC3CC(CC(C3)C1)C2	102	10	3	-1.2	-6	-2	-5	103	103	-8	-6

For reference, some entries already given:
SMILES	RGS8-Gao	GSH bead fluor	ABCG2 block	ABCB1 inh	Bcl-B Bim block	Bfl-1 Bim block	Bim-Bcl-W	RGS7-Gao	RGS4-Gao reg	Bim-Bcl-XL	Bim-Bcl-2
CCOc1ccccc1-n1c(SCC(=O)Nc2ccc(CC)cc2)nc2n[nH]c(C)c2c1=N	108	11	-3	-0.8	2	-3	1	103	102	-2	-2
CCCCN(CC)C(=O)/C=C/c1cccc([N+](=O)[O-])c1	104	12	3	0.6	-1	-2	-3	103	102	-1	-4
CCCCCCN=CC1=C(O)C(C(=O)OC)C(C)(C)CC1=O (stereo not drawn)	100	42	1	0.2	-6	-9	2	106	101	-6	-5
CN(CC(=O)Nc1ccc(F)cc1)CC(=O)Nc1ccc(F)c(F)c1F	106	16	1	0.0	-2	-4	0	104	105	0	0
CC(=O)Nc1nc(-c2ccccc2)ns1	104	78	11	0.4	0	-4	1	101	101	-4	6
COc1ccc(NC(=O)CN(c2cc(C)cc(C)c2)S(=O)(=O)c2c(C)noc2C)cc1	102	15	1	0.3	-7	-12	-1	102	101	-4	-12
O=c1c(S(=O)(=O)c2ccc(Cl)cc2)cn(Cc2ccccc2)c2ccc(F)cc12	102	4	-2	8.2	-8	-1	-3	95	99	-2	-3
CN(C)CC(C)(C)CNC(C(=O)Nc1ccc(Cl)cc1C(F)(F)F)c1ccccc1 (stereo not drawn)	99	26	0	1.0	-2	-4	1	101	99	0	-4
Cc1ccnc(NC(=O)c2sc3cc(Cl)ccc3c2Cl)c1	101	14	13	3.0	-5	-5	-6	103	98	-6	-4
O=C(C1CCN(S(=O)(=O)c2cccnc2)CC1)N1CCCCC1	103	39	1	0.2	-9	-12	1	102	105	-21	-9
O=C(N/N=C/c1cc([N+](=O)[O-])ccc1O)NC12CC3CC(CC(C3)C1)C2	102	10	3	-1.2	-6	-2	-5	103	103	-8	-6

Going on with the list.
SMILES	RGS8-Gao	GSH bead fluor	ABCG2 block	ABCB1 inh	Bcl-B Bim block	Bfl-1 Bim block	Bim-Bcl-W	RGS7-Gao	RGS4-Gao reg	Bim-Bcl-XL	Bim-Bcl-2
O=C(NCc1ccc(F)cc1)c1ccc[nH]1	100	20	1	0.3	0	-4	0	100	100	0	2
O=C(NCc1ccc(F)cc1)c1cccc2c1C(=O)N(Cc1cccnc1)C2	101	11	4	2.3	-3	-5	-3	98	100	-5	-3
Cc1ccc(CC2SC(=Nc3ccccc3)N(c3ccccc3)C2=O)cc1 (stereo not drawn)	103	13	6	3.7	-3	0	-4	101	104	-7	-2
COc1cc(OC)cc(C(=O)Nc2ccc(-c3nc4ccccc4o3)c(O)c2)c1	99	5	-2	-0.7	-1	-2	-2	101	100	-4	-1
CN(C)S(=O)(=O)c1ccc(C(=O)Nc2ccc(CN3CCCC3)cc2)cc1	104	24	0	-0.2	-2	-6	3	103	104	-2	-4
COc1cc(-c2nc3ccc4ccccc4c3c3c2CCC3)cc(OC)c1OC	100	9	8	1.6	-4	-2	-4	98	101	-5	-6
COc1cccc(-c2nn(-c3ccccc3)cc2C(=O)O)c1	94	29	2	0.2	-3	-8	3	83	93	-2	-3
O=C(NCc1ccc2c(c1)OCO2)Nc1ccc2nsnc2c1	103	22	6	-1.2	-9	-5	0	100	103	0	-5
O=C(NC1CCCCCC1)c1cc(S(=O)(=O)N2CCCCC2)ccc1N1CCOCC1	99	16	1	0.6	-2	-5	-2	96	100	-3	-3
Nc1nnc(CCS(=O)(=O)c2ccc(Br)cc2)s1	100	26	0	0.0	-4	-2	0	?	101	-5	0
Cc1ccc(-c2nnc(-c3ccccc3S(=O)(=O)Cc3ccc(Cl)cc3)o2)cc1	103	22	1	0.3	-5	0	-5	99	103	0	-1
